# Dicer inh = inhibitors of Dicer pre-microRNA processing, primary screen, biochemical, cat-ELCCA, chemiluminescence | AID 1347074, 2019 | hit rate 6% among 47,000 | Endoribonuclease Dicer (Homo sapiens), Q9UPY3 | z-score at 25 µM | cat-ELCCA pre-miR-21 Dicer processing; hits give high values; in the data active means z-score above about 3, passing the limit was not always enough;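 further: plate controls were vehicle for no effect and no enzyme for full effect; higher signal means more uncleaved substrate so more Dicer inhibition; strong numbers were not always called active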
# Target sequence (Q9UPY3 whole entry, looked up): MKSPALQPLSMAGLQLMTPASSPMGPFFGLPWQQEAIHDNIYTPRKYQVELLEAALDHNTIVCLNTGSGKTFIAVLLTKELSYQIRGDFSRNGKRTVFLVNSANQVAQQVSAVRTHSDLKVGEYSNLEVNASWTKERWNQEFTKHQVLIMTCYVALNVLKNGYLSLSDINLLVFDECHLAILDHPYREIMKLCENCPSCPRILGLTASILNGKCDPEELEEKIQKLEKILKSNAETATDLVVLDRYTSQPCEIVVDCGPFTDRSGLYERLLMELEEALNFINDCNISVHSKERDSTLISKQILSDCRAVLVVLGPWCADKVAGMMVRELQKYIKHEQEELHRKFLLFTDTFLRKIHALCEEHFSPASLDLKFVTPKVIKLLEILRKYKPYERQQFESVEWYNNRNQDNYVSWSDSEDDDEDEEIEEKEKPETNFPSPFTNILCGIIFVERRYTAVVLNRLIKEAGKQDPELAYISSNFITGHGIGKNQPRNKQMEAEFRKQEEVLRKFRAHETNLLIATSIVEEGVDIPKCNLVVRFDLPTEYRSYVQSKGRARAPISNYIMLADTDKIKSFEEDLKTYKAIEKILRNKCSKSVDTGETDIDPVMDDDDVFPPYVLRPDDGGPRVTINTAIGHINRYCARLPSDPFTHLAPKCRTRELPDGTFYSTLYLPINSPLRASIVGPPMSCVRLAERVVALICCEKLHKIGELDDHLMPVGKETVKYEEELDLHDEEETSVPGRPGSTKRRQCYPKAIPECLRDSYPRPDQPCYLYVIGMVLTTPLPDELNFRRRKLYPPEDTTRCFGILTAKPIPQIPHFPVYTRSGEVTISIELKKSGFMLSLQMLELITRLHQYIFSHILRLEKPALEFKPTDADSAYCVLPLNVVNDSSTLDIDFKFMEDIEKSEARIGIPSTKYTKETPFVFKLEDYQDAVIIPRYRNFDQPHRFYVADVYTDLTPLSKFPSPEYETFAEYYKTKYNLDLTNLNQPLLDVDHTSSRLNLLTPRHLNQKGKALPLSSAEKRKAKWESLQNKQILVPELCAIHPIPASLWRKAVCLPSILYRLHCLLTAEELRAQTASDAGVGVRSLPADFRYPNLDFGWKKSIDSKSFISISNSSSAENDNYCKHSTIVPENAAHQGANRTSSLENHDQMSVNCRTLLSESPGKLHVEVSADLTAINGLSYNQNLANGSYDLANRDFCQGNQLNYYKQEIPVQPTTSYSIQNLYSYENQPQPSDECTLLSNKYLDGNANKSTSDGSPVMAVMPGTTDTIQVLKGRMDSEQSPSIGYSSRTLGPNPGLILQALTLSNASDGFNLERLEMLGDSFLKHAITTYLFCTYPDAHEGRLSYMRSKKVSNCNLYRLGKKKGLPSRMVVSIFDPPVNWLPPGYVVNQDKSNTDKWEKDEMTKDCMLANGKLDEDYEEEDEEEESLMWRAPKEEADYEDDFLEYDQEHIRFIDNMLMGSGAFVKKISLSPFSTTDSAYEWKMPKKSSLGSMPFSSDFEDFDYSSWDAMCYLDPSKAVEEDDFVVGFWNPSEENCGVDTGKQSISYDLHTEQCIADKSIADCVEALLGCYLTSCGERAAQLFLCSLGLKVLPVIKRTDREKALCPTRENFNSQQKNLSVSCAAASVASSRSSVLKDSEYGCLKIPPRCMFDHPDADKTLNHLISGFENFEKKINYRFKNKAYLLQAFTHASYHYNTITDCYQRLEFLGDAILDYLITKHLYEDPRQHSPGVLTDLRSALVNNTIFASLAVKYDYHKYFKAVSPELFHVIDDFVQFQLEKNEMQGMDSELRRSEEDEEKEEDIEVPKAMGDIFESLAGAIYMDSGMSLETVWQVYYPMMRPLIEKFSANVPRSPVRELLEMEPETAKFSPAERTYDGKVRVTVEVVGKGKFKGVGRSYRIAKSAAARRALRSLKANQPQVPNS
# * = called active by the depositor; & = joins results of further samples.
SMILES,Dicer inh
CC(C)c1ccc(C2C(C(=O)c3cccs3)=C(O)C(=O)N2CCN(C)C)cc1 (configuration not stated),4.66*
C#CCOC(=O)NC(=O)c1ccc(C(F)(F)F)cc1,-1.65
C=C(C)Cn1c(NCCC)nc2c1c(=O)n(C)c(=O)n2C,0.28
CCC(C)OC(=O)C(C)Oc1ccc2c(=O)c(Oc3cccc(C)c3)coc2c1 (configuration not stated),-1.06
CSc1c(CC(=O)O)n(Cc2ccccc2)c2ccccc12,6.41
O=[N+]([O-])c1ccc(SCc2c(F)cccc2Cl)cc1,-0.83
N#Cc1cc2nc(O)c(O)nc2cc1[N+](=O)[O-],0.44
O=C(NCc1ccc2c(c1)CCO2)c1ccc2nsnc2c1,0.27
CC(C)(CO)NC(=S)Nc1ccc(F)cc1F,0.1
O=c1[nH]cnc2scc(-c3ccccc3)c12,0.48
CCC1CCCCN1C(=O)c1ccc([N+](=O)[O-])o1 (configuration not stated),0.67
CN(Cc1cnc2nc(N)nc(N)c2n1)c1ccc(C(=O)N[C@@H](CCC(=O)O)C(=O)O)cc1,-0.53
CC(C)(C)OC(=O)NCCNC(=O)C1CCN(c2nccc(C(F)(F)F)n2)CC1,-1.01
COc1ccc(-c2cc(=O)c3c(OC)cc(OC)cc3o2)cc1,0.14
Cn1c(NCCO)nc2c1c(=O)n(Cc1ccccc1Cl)c(=O)n2C,-0.06
Cc1cc(C)nc(N2C(=O)CC(C(=O)O)NC2=NCCc2c[nH]c3ccccc23)n1 (configuration not stated),2.37
O=C(NCc1ccccn1)C(=O)Nc1cccc(Br)c1,1.05
C/C(=N\Nc1c(Cl)cc(Cl)cc1Cl)c1ccc(C#CC(C)(C)O)s1,3.18*
CCN(CC)CC#CCC(O)(c1ccccc1)c1ccccc1,1.39
CCCOc1ccccc1C1C(C(=O)OC(C)C)=C(C)Nc2nnnn21 (configuration not stated),-0.05
N#CC1=C2N=C(N)c3ccccc3N2C2=C(C(=O)CCC2)C1c1ccccc1Cl (configuration not stated),0.41
CC(C)(C)OC(=O)NC1CCNCC1,-0.38
Cc1ccc(C(=O)Nc2cnc3ccc(C)cn3c2=O)cc1,-0.6
CCCCCOC(=O)CSc1nnc(-c2ccccc2)c(=O)[nH]1,-0.14
Cn1ncc(NC(=O)Nc2cc(Cl)ccc2Cl)c1-n1cccc1,0.47
C=CCSc1nnc2c(n1)OC(/C=C/c1cccs1)N(C(C)=O)c1ccccc1-2 (configuration not stated),-1.59
Nc1c(C(=O)Nc2ccccc2)sc2nc3c(c(-c4cccnc4)c12)CCC3,3.8
Oc1ccc2ccccc2c1C1Nc2cccc3cccc(c23)N1,-0.25
FC(F)(F)c1cccnc1N1CCNC1=S,-0.8
Cc1ccccc1N1C(=O)c2cc(S(N)(=O)=O)c(Cl)cc2NC1C (configuration not stated),0.89
CSc1ccccc1NC(=O)Cn1nc(C(F)(F)F)c2c1CCCC2,0.25
Nc1ccc(O)c(C(=O)O)c1,1.16
O=C(C1=NNCC1c1ccccc1)c1ccccc1 (configuration not stated),-0.12
Cn1nc(-c2ccccc2)cc1NC(=O)C1CCCCC1,0.51
C=C1SC(Nc2c(C)cccc2C)=NC1(C)C,-1.17
Cc1ccc(NS(=O)(=O)c2ccc3c4c(cccc24)C(=O)N3)c(C)c1,-1.05
CCCc1n(CC(O)COc2ccccc2)c2ccccc2[n+]1C (configuration not stated),-0.79
COC(=O)Cn1cnc2sc(C)c(C)c2c1=O,-3.68
CC(=O)c1c(C)cc(NC(C)(C)C)nc1NC(C)(C)C,0.45
N#Cc1cc([N+](=O)[O-])ccc1Sc1nnc(NC(=O)c2ccc(Cl)c(Cl)c2)s1,-0.86
CSc1nc(COc2ccc(C(C)(C)C)cc2)nc(-n2cccc2)c1C#N,-2.64
NC(=O)CSc1nc2ccccc2s1,-0.71
CC(=O)NNC(=O)C(C)n1nnc(-c2cc(C(F)(F)F)cc(C(F)(F)F)c2)n1 (configuration not stated),-0.56
COc1cc(C2NC(=O)c3c(sc4c3CCN(C)C4)N2)cc(Br)c1OC (configuration not stated),-1.79
O=C1SCCC1NS(=O)(=O)c1ccccc1 (configuration not stated),0.5
O=C1CCCC(O)=C1C=Nc1ccc(Cl)cc1,2.23
CCOC(=N)c1ccc([N+](=O)[O-])s1,-0.35
C#CCOC(=O)Nc1ccc(OCCOC)nc1,2.65
O=C1CC(c2c[nH]c3ccccc23)C(=O)N1c1ccccc1 (configuration not stated),1.2
c1ccc(-c2nnc(-c3cccnc3)o2)cc1,2.9
Cn1nnnc1SCC(=O)Nc1cccc(O)c1,7.37
CCOC(=O)c1nnn(-c2cc(Cl)cc(Cl)c2)c1SCc1c(F)cccc1Cl,-0.95
COc1ccc(CCN2C(=O)CSC2=Nc2ccc(Cl)cc2C)cc1OC,2.28
COCCOC(=O)C1=C(C)NC2=C(C(=O)CC(C)(C)C2)C1c1cccc2ccccc12 (configuration not stated),-0.62
CCCc1[nH]nc2c1C(c1ccncc1)C(C#N)=C(N)O2 (configuration not stated),-2.12
COc1cc(C2OCC3(COC(C)=O)C(C)C=C(C)C2C3C)ccc1OC(C)=O (configuration not stated),0.8
O=c1c(C(F)(F)F)cccn1Cc1ccc(Cl)cc1,-0.67
CCOC(=O)c1c(NC(=O)Nc2ccc(Cl)cc2)sc(C)c1C,0.59
CC1CCN(C2=CC(=O)OC23CCCCC3)CC1,-0.14
O=C(c1cccs1)c1nn(-c2ccccc2)c2nc(=O)cc(-c3ccccc3)n12,1.27

# Additional results follow:
SMILES,Dicer inh
CCOC(=O)c1c(C)noc1-c1csc(Nc2c(C)cc(C)cc2C)n1,0.39
CCOC(=O)/C(C#N)=C/N(CC)CC(O)CC (configuration not stated),-0.11
CC1=C(C(=O)OC2CCCCC2)C(c2ccc(N(C)C)cc2)C2=C(CCCC2=O)N1 (configuration not stated),0.92
Cc1nn(-c2ccccc2)nc1CNC(=O)CC(C)(C)C,-0.77
CCOC(=O)c1oc2ccccc2c1CN1CCN(C)CC1,-0.72
O=C(NCC1CCCO1)C1Sc2nnc(-c3ccccc3)n2NC1c1ccccc1 (configuration not stated),0.15
CC(C)(C)c1ccc(NC(=O)Nc2ncccc2OCc2ccc(Cl)c(Cl)c2)cc1,-0.54
O=C(O)/C=C/C(=O)NCc1cccc(Cl)c1,0.86
O=C(O)CCc1ccc(Cl)cc1Cl,0.62
O=C(Nc1ccc(Cl)cc1)SCc1c(Cl)cccc1Cl,-2.85
Cc1onc(-c2c(Cl)cccc2Cl)c1C(=O)N=C(N)N1CCOCC1,-0.93
CCOC(=O)C1=C(C)NC2=C(C(=O)c3ccccc32)C1c1ccc2c(c1)OCO2 (configuration not stated),0.02

# 14 structures already listed, arranged by SMILES length, low to high.
SMILES,Dicer inh
O=C(O)CCc1ccc(Cl)cc1Cl,0.62
CCOC(=O)/C(C#N)=C/N(CC)CC(O)CC (configuration not stated),-0.11
O=c1c(C(F)(F)F)cccn1Cc1ccc(Cl)cc1,-0.67
O=C(Nc1ccc(Cl)cc1)SCc1c(Cl)cccc1Cl,-2.85
Cc1nn(-c2ccccc2)nc1CNC(=O)CC(C)(C)C,-0.77
CCCc1[nH]nc2c1C(c1ccncc1)C(C#N)=C(N)O2 (configuration not stated),-2.12
CCOC(=O)c1c(NC(=O)Nc2ccc(Cl)cc2)sc(C)c1C,0.59
Cc1onc(-c2c(Cl)cccc2Cl)c1C(=O)N=C(N)N1CCOCC1,-0.93
O=C(NCC1CCCO1)C1Sc2nnc(-c3ccccc3)n2NC1c1ccccc1 (configuration not stated),0.15
COc1cc(C2OCC3(COC(C)=O)C(C)C=C(C)C2C3C)ccc1OC(C)=O (configuration not stated),0.8
CC(C)(C)c1ccc(NC(=O)Nc2ncccc2OCc2ccc(Cl)c(Cl)c2)cc1,-0.54
CCOC(=O)C1=C(C)NC2=C(C(=O)c3ccccc32)C1c1ccc2c(c1)OCO2 (configuration not stated),0.02
CC1=C(C(=O)OC2CCCCC2)C(c2ccc(N(C)C)cc2)C2=C(CCCC2=O)N1 (configuration not stated),0.92
COCCOC(=O)C1=C(C)NC2=C(C(=O)CC(C)(C)C2)C1c1cccc2ccccc12 (configuration not stated),-0.62

# An excerpt of these results, as tab-separated lines.
molecule	Dicer inh
Cc1nn(-c2ccccc2)nc1CNC(=O)CC(C)(C)C	-0.77
CCOC(=O)c1oc2ccccc2c1CN1CCN(C)CC1	-0.72

# Continued.
SMILES,Dicer inh
COc1ccc2oc(-c3ccccc3)cc(=O)c2c1,0.08
O=S(=O)(O)c1ccc2c(c1)Cc1cc(S(=O)(=O)O)ccc1-2,-0.48
CC(C)Cc1ccc(C(=O)C(C)N2CCN(c3ccc([N+](=O)[O-])cn3)CC2)cc1 (configuration not stated),0.24
O=C(NCCN1CCNC1=O)c1cnn(-c2ccc(Cl)cc2)c1C(F)(F)F,0.49
Cc1ccc(C(=O)N2CCN(c3ncnc4c(C)csc34)CC2)cc1,0.44
COC(=O)c1scc(S(=O)(=O)Cc2cccs2)c1N/N=C(\C#N)S(=O)(=O)c1cccs1,6
O=c1c2ccccc2[nH]c(=S)n1CC1CC1,2.25
COC(=O)c1nc2nc(C)cc(C)n2n1,2.75
CCc1ccc(Oc2coc3cc(OCC(=O)OC(C)CC)ccc3c2=O)cc1 (configuration not stated),-0.76
Cc1cc(F)ccc1S(=O)(=O)Nc1c(C)n(C)n(-c2ccccc2)c1=O,-0.46
Cc1cc(SC(C)C(=O)O)nc2ccccc12 (configuration not stated),0.03
CS(=O)(=NC(=O)Nc1ccc(Cl)cc1)c1ccc(Cl)cc1 (configuration not stated),-0.61
O=c1[nH]c2ccc(S(=O)(=O)Nc3cc(Cl)ccc3O)cc2o1,1.8
COCCNC(=O)c1nn2c(c1Br)NC(c1cccs1)CC2C(F)(F)F (configuration not stated),0.27
NC(=O)C1(N2CCCCC2)CCN(S(=O)(=O)c2ccc3c(c2)OCC3)CC1,1.74
CC[C@@]1(O)C(=O)OCc2c1cc1n(c2=O)Cc2cc3c(CN(C)C)c(O)ccc3nc2-1,-1.87&-0.31
Cc1ccc2nc(-c3sc4ccccc4c3Cl)oc(=O)c2c1,-0.68
Cc1ccc(Oc2ncc(C(F)(F)F)cc2Cl)c2c1CCC2,-0.2
COC(=O)c1cnc(NNC(=O)c2ccc(F)cc2)nc1C(F)(F)F,0.47
c1ccc(C2=Nc3ccccc3SC(c3ccc4c(c3)OCO4)C2)cc1 (configuration not stated),0.51
CCOC(=O)N1CCN(/[N+]([O-])=N/Oc2ccc([N+](=O)[O-])cc2[N+](=O)[O-])CC1,-0.72
CCOC(=O)C1=NNC(C(=O)c2ccccc2)C1c1ccc(Br)cc1 (configuration not stated),-0.05
Cc1ccc(C(Nc2cccc(C)n2)c2ccc3cccnc3c2O)cc1 (configuration not stated),16.9*
CSCC(O)Cn1[nH]c(=O)ccc1=O (configuration not stated),0.06
O=C1C(Cc2ccc(-c3nn[nH]n3)cc2)=C(c2ccccc2)S(=O)(=O)c2ccccc21,0.28
Cn1c(N2CCN(c3ccccn3)CC2)nc2c1c(=O)n(Cc1ccc(Cl)cc1)c(=O)n2C,0.43
CCCSc1ncccc1C(=O)Nc1cc(C(C)(C)C)sc1C(C)=O,-0.73
O=C(O)CN1C(=O)C2CC=CCC2C1=O (configuration not stated),-0.56
CN1N=C2c3ccccc3CCC2C1c1ccc(C(F)(F)F)cc1 (configuration not stated),-0.06
O=C(NC1CCCCC1)C1CC(c2c(F)cccc2Cl)=NO1 (configuration not stated),-1.38
COCCOC(=O)c1c(C)oc2ccc(OC(=O)c3ccc(OC)cc3)cc12,-2.75
CCCN1C(=O)C(Cc2nc3ccccc3c(=O)n2C)c2ccccc21 (configuration not stated),0.58
CCOC(=O)c1c(CN(C)CCO)n(C)c2cc(Br)c(OC(C)=O)cc12,-0.02
COc1ccc(-c2cc(-c3ccc4c(c3)NC(=O)CO4)nc3c2COc2ccc(F)cc2-3)cc1,-0.16
FC(F)(F)c1ccc(-c2nnc3ccc(NC4CC4)nn23)cc1,0.27
CC(c1ccccc1)n1c(=O)[nH][nH]c1=S (configuration not stated),2.07
COC(=O)Oc1ccc2c(=O)c(-c3ccccc3)coc2c1,0.85
CCc1ccc(C(=O)CC2(O)C(=O)Nc3ccc(C)cc32)cc1 (configuration not stated),-0.53
N#C/C(=C\N1CCCC1)S(=O)(=O)c1ccc(Cl)cc1,1.6
COC(=O)C1=C(N)Oc2ccccc2C1C(C#N)C#N (configuration not stated),-0.77
COc1ccc(-n2c(SCc3nc(-c4ccc(C)cc4)no3)nnc2-c2ccncc2)cc1,-1.35
Cc1ncc([N+](=O)[O-])n1CC(=O)Nc1ccc(F)cc1,1.03
CN(C)c1ccc(-n2nnnc2SCc2cc(F)cc(F)c2)cc1,0.78
Cc1noc(-c2ccccc2)c1NC(=O)NCc1c(-c2ccccc2)noc1C,0.29
CC1=CC(C)(C)Nc2ccc(OC(=O)c3ccc(C)cc3)cc21,1.49
CCOC(=O)C1=C(Nc2ccc(Cl)cc2)OCC1=O,2.31
O=C(CSc1nc(-c2ccco2)cc(C(F)(F)F)n1)Nc1ccc(Cl)cc1,1.29
O=C1CC(=O)CC(c2ccc(Cl)c(Cl)c2)C1,0.88
O=C(OCC#CCOC(=O)c1cccnc1)c1cccnc1,0.13
CCOC(=O)c1sc2nc(-c3ccccc3OC)nc(C)c2c1C,0.44
COc1ccc(C(=O)NC(Nc2cc(C)on2)(C(F)(F)F)C(F)(F)F)cc1,0.99
COc1ccc(C2CC(=O)C3=C(C2)NC(C)=C(C(=O)OCC(C)C)C3c2ccncc2)cc1 (configuration not stated),0.73
O=C1CSC2=NC3=C(CCc4ccccc43)C(c3ccccc3Cl)N12 (configuration not stated),-0.74
O=c1[nH]c(SCc2ccccc2)nc2c1CCC2,-1.01
N/C(Cc1ccc(-c2csnn2)cc1)=N\OC(=O)c1cccs1,0.94
Cn1c(=O)c2c(N)c([N+](=O)[O-])c(=O)n(-c3ccccc3)c2n(C)c1=O,-4.58
O=C(Nc1nccc2ccccc12)c1cccs1,2.61
CC(C(=O)NNC(=O)c1ccc(Cl)cc1)n1nnc(N2CCOCC2)n1 (configuration not stated),-1.03

# Assay outcomes: PubChem, Center for Chemical Genomics, University of Michigan

# A portion of the library; rates above refer to the full screens.
